Bioassay records (PubChem)
Mdm2 MdmX PPI = inhibitors of human Mdm2/MdmX interaction. inhibition, % at 8 µM. AID 485346. O15151+Q00987. SaOS-2 split-luciferase Mdm2/MdmX complementation, luminescence. 330,000 compounds, 3% hits;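 active means inhibition of at least 50% at 8 µM in the primary screen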
APJ agonist = agonists of human APJ apelin receptor. 330,000 compounds, 0.11% hits. activation, % at 20 µM. P35414. CHO-K1 APJ PathHunter beta-arrestin, luminescence; 0% DMSO wells, 100% apelin;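 active means activation more than six SD over the plate average, tested at 20 µM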;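 further: 0% = DMSO alone and 100% = apelin-13 at 10 nM; some results filed as inactive read as strong as hits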
Target sequence (P35414 whole entry, looked up): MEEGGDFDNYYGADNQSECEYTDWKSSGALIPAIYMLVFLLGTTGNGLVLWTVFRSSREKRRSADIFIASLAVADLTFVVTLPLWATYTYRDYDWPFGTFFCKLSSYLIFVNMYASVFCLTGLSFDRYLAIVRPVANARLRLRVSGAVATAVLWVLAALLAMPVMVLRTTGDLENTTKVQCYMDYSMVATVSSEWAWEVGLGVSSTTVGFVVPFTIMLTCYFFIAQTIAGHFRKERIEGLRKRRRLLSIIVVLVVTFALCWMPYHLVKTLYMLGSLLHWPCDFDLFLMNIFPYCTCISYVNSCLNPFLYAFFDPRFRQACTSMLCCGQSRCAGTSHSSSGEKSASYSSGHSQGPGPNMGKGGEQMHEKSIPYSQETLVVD
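Test system: CHO-K1 APJ beta-arrestin complementation cell line | Compound: Single test compound dose, 20 µM final, 1% DMSO | Incubation: Compound 90 min 25 °C, reagent 1 h | Measured by: beta-gal luminescence | Read-out basis: APJ–arrestin association signal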
EBI2 antag = antagonists of human EBI2 receptor; P32249; EBI2 beta-arrestin recruitment, luminescence, 7a,25-OHC stimulated; inhibition, % at 5 µM; 360,000 compounds, 0.81% hits; in the data active means inhibition above about 38%;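 further: enzyme fragment complementation signal reports receptor beta-arrestin coupling in cells; 0% = agonist plus DMSO wells and 100% = wells without agonist; some results beyond the cut were filed as inactive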
Target sequence (P32249 whole entry, looked up, the tested form may be a part): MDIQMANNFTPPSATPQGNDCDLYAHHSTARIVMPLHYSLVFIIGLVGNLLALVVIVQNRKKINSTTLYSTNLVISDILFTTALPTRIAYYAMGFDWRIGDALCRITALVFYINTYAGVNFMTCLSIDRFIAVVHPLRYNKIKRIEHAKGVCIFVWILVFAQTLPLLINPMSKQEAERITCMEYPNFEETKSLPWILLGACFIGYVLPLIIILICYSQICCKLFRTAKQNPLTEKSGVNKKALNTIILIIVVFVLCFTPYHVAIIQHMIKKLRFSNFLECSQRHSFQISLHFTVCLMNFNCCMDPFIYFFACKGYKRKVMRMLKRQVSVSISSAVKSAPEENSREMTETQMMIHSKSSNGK
CHOP UPR activ = activators of apoptotic arm of unfolded protein response (CHOP) | CHO-CHOP luciferase reporter, UPR activation, luminescence; percent of tunicamycin response over DMSO baseline | activation, % at 10 µM | 330,000 compounds, 0.34% hits | AID 449763;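 active means at 10 µM dose, activation of 40% or more, normalized to positive control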;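 further: 100% = tunicamycin at 10 µg/mL and 0% = DMSO alone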
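System: CHO CHOP reporter cells. Amount: 500 cells per well. Buffer or medium: F12 medium, 10% FBS. Compound dosing: one dose, 10 µM in 0.5% DMSO. Incubation: 6 h compound exposure at 37 °C after overnight seeding. Technique: Steady-Glo luciferase luminescence. Benchmarks: tunicamycin and DMSO controls.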
CCR6 antagonist = CCR6 (human) receptor antagonism; P51684; CHO-K1 CCR6 PathHunter beta-arrestin, luminescence, CCL20-stimulated; inhibition, % at 20 µM; 340,000 compounds, 0.49% hits;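 active means compounds whose inhibition of the agonist-driven luminescence signal at 20 µM reaches about 50%, limit read from the data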;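 further: cells stimulated with CCL20 at 14 nM final; plate controls were DMSO with CCL20 for no effect and DMSO without agonist for full effect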
Target sequence (P51684 whole entry, looked up): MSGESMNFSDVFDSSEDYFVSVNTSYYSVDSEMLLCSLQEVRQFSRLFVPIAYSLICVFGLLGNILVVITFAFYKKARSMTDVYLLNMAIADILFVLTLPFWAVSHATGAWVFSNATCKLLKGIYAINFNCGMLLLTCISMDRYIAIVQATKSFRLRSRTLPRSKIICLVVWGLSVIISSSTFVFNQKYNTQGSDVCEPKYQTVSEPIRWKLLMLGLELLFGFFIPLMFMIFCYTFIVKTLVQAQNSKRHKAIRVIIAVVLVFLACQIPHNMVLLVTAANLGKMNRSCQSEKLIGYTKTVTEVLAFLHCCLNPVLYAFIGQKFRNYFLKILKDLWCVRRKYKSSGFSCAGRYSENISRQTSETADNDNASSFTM
CXCR6 block = blocks human CXCR6 beta-arrestin recruitment; O00574; CHO-K1 PathHunter CXCR6 beta-arrestin, luminescence; inhibition, % at 20 µM; 360,000 compounds, 0.36% hits; in the data active means inhibition above about 34%, passing the limit was not always enough;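 further: antagonist mode with CXCL16 agonist at 10 nM final; 0% = 10 nM CXCL16 with DMSO and 100% = unstimulated wells without agonist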
APJ antag = antagonists of human APJ apelin receptor; P35414; CHO-K1 APJ beta-arrestin complementation, luminescence; inhibition, % at 20 µM; 330,000 compounds, 0.32% hits; AID 2521;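 active means inhibition above about 40% at 20 µM, limit read from the data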;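 further: cells challenged with 10 nM apelin-13 agonist together with compound; plate controls were apelin-13 plus DMSO wells for no effect and DMSO wells lacking apelin-13 for full effect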
tim23-1 inh = growth inhibitors of tim23-1 mutant yeast; S. cerevisiae tim23-1 growth, BacTiter-Glo luminescence, 24 h; inhibition, % at 20 µM; 330,000 compounds, 1.3% hits; AID 463212;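 active means growth inhibition of the mutant yeast at or above 50%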;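 further: temperature-sensitive mutant grown at 25 °C; plate controls were DMSO-treated mutant yeast for no effect and medium wells lacking yeast for full effect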
XBP1 UPR activ = activators of adaptive arm of unfolded protein response (XBP1); activation, % at 20 µM; CHO-XBP1 luciferase reporter, IRE1-XBP1 UPR activation, luminescence; percent of tunicamycin response, DMSO as zero; AID 463104; 330,000 compounds, 0.33% hits;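 active means versus positive control, 20 µM dose yields 30% or more activation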;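 further: 100% = tunicamycin at 10 µg/mL and 0% = DMSO only wells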
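Material: CHO-XBP1 cells stably carrying IRE1-XBP1-driven luciferase reporter | Medium: F12 with 10% serum | Compound dosing: 20 µM single concentration, DMSO 1% | Incubation: Overnight seeding at 37 °C, 6 h compound treatment at 37 °C | Detection: Steady-Glo luminescence read | Read-out basis: % activation of reporter signal versus tunicamycin and DMSO controls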
* hit, by the source's call. These rows are one share of the data; rates above refer to the full screens.

Structure	Mdm2 MdmX PPI	APJ agonist	EBI2 antag	CHOP UPR activ	CCR6 antagonist	CXCR6 block	APJ antag	tim23-1 inh	XBP1 UPR activ
COc1ccc(N=C2SC(C(N)=O)CC(=O)N2Cc2ccc3c(c2)OCO3)cc1 (stereo unspecified)	10.7	-5.1	-3.4	-1.0	-2.2	-8.6	-1.4	8.9	-0.1
Cc1ncoc1C(=O)N1CCCC(N2CCN(c3cccc(C(F)(F)F)c3)CC2)C1 (stereo unspecified)	12.0	-6.3	-4.0	1.8	3.5	-1.3	-5.4	2.1	-4.0
Cc1cc(C)n2c(SCC(=O)N(CC(C)C)c3c(N)n(CC(C)C)c(=O)[nH]c3=O)nnc2n1	1.9	-3.3	-2.2	-0.1	-6.8	-1.4	-4.8	19.6	-1.4
O=C(CSc1nnc(CCCN2C(=O)c3cccc4cccc(c34)C2=O)n1-c1ccccc1)NCCCO	-34.6	0.2	-1.4	1.6	11.4	4.9	-1.9	-3.8	1.9
O=C(O)c1ccccc1C(=O)Nc1ccccn1	11.1	-3.0	-13.1	-2.9	-4.4	1.3	0.5	-1.2	-1.3
Cc1cccc(CNC(=O)CCCn2nc(C)c3c(C)n(-c4ccccc4)nc3c2=O)c1	7.8	-3.6	3.4	-0.3	3.9	0.3	-0.2	7.7	-1.9
CC1(C)Cc2cccc(OCC(=O)NCCc3ccc(S(N)(=O)=O)cc3)c2O1	-18.4	-3.2	-1.2	-0.9	16.4	0.8	-0.2	-1.3	-2.8
CC(=O)NC1Sc2ccccc2N=C1c1ccccc1 (stereo unspecified)	-106.3	-0.9	4.7	4.3	-28.1	-1.4	-10.7	73.1*	-3.9
Cc1nnc(NC(=O)c2ccc(S(=O)(=O)N3CCOCC3)cc2)s1	-19.0	-5.3	-1.5	0.3	10.8	-0.4	8.0	19.4	-0.5
Cc1ccc(OCCC(=O)OCC(=O)N2CC(=O)Nc3ccccc32)cc1	10.6	-1.5	6.6	0.3	-10.1	8.5	-61.7	16.3	-1.2
COC(=O)c1ccccc1NC1c2ccccc2C(=O)N1c1cccnc1 (stereo unspecified)	-9.3	-3.7	-5.1	-0.3	13.5	7.2	7.6	35.5	0.0
O=C(c1cccc(Br)c1)N1CCN(C2=NS(=O)(=O)c3ccccc32)CC1	29.1	-1.0	-7.6	2.2	-6.4	-1.6	15.2	2.6	-4.3
Cc1cc(C)cc(NC(=O)CSc2nncn2-c2ccccn2)c1	3.1	-0.4	-29.6	0.6	3.0	1.9	21.7	2.6	-4.7
CCOC(=O)C1CCN(C(C)=C2C(=O)c3ccccc3C2=O)CC1	-29.9	5.2	-14.5	0.0	-0.1	-7.4	-2.2	1.5	0.6
Cc1cccc(Nc2ccc([N+](=O)[O-])cn2)c1	-7.8	-3.1	-11.2	5.5	31.2	-1.1	17.2	26.2	0.6
O=C(Cn1ccc2ccccc2c1=O)N1CCN(c2cccc(Cl)c2)CC1	13.1	-1.9	-4.6	0.6	-6.5	-0.2	-3.2	-14.0	-1.2
CCC(=O)Nc1ccc2c(c1)ncn2C	9.2	-2.6	0.8	0.1	4.4	-8.2	-10.2	-0.5	1.6
COc1ccccc1-n1c(C)nc2cc(C(=O)NCCN3CCOCC3)ccc21	-23.5	-0.8	-5.1	-1.1	10.2	-5.1	-7.9	5.4	2.6
Cc1nnc2c(NC3CCCC3)nc3ccccc3n12	42.1	-4.2	7.0	2.7	16.1	3.3	2.5	10.2	4.8
CCOC(=O)c1c(C)n(C)c2cc(OCCN(CC)CC)ccc12	10.1	-5.4	-7.1	-0.6	6.7	-2.7	7.7	-5.4	-3.9
Cc1ccc(CNC(=O)C23CN(Cc4ccccc4)CC2C(c2ccc([N+](=O)[O-])cc2)=NO3)cc1 (stereo unspecified)	-18.6	-1.4	-6.0	-1.2	5.1	-2.1	-17.0	20.3	-3.0
N/C(=N\OC(=O)c1ccc2ccccc2c1)c1ccccc1Cl	100.3*	43.5*	4.7	9.3	-46.6	-17.7	-176.7	15.3	-0.4
CN1C2C=C3C(C#N)=C(N)C(C#N)(C#N)[C@@H](c4cccs4)C3C1CC2 (stereo partly specified)	17.1	-0.7	-9.6	1.9	10.3	7.6	-1.5	2.2	-4.6
Cc1nn(-c2ccccc2)c(N)c1N=Nc1ccc2ccccc2c1	-106.4	-5.8	28.2	1.1	5.1	11.7	-1.9	16.0	2.9
O=C(COC(=O)CCCNC(=O)c1ccc(Cl)cc1)Nc1ccc(Br)cc1	16.6	-4.2	-6.7	-0.1	1.3	-3.0	11.8	-25.9	1.0

Structure	Mdm2 MdmX PPI	APJ agonist	EBI2 antag	CHOP UPR activ	CCR6 antagonist	CXCR6 block	APJ antag	tim23-1 inh	XBP1 UPR activ
COc1ccc(Cl)cc1NC(=O)CN(C)C(=O)c1cccc(S(=O)(=O)N2CCN(C)CC2)c1	23.3	-1.6	16.9	0.0	6.9	-9.4	-2.2	5.1	-4.0
O=C1N(c2ccccc2C(F)(F)F)OC1(Cc1ccccc1)c1ccccc1 (stereo unspecified)	91.6*	-2.4	-23.1	1.6	9.0	-1.6	-12.3	23.2	-8.4
CCNc1nc(NCc2ccccc2)nc(Oc2ccc(=O)[nH]n2)n1	-0.1	-1.1	1.4	0.5	-8.8	-4.8	-12.0	2.8	-1.9
CC(=O)c1ccc(NC(=O)CNc2cc(S(=O)(=O)N3CCOCC3)ccc2N2CCCC2)cc1	18.5	6.3	-0.2	-0.2	9.5	-13.4	18.0	3.1	-1.4
COc1ccc(C2=NOC(C(=O)NCCCN3CCOCC3)C2)cc1 (stereo unspecified)	13.1	-1.6	-8.5	-0.1	5.4	-4.7	8.2	-10.2	-1.1
CC1=CSC2=NC(C(F)(F)F)(C(F)(F)F)NC(=O)N12	-2.7	1.5	-9.1	1.2	-4.1	-1.8	12.6	-10.4	0.6
CN(C(=O)COC(=O)C1CCN(S(=O)(=O)c2ccc(Cl)cc2)CC1)C1CCS(=O)(=O)C1 (stereo unspecified)	-0.7	-2.0	1.5	1.9	-3.7	-3.8	-0.5	15.8	-0.2
CCOC(=O)COc1ccc2c(C)cc(=O)oc2c1C(=O)c1ccccc1	5.8	-2.1	-5.2	-0.3	17.5	0.4	7.9	16.0	-0.8
c1ccc(CSc2nnc(-c3cccnc3)o2)cc1	2.5	-1.5	-1.4	3.5	-16.5	-3.3	11.9	10.6	4.4
CCn1c(SCC(=O)N/N=C(/C)c2ccncc2)nc2ccccc21	-10.3	-5.8	12.0	0.5	5.3	5.1	-10.8	-1.3	-2.4
O=C(COC(=O)c1ccc(F)cc1F)NCc1ccc2c(c1)OCO2	-8.1	-1.5	-3.2	-0.3	-14.2	3.2	-9.0	26.7	-1.8
Fc1ccc(CNC(=S)NC2CCCCCC2)cc1	13.1	-4.3	8.6	2.3	2.9	3.6	-0.8	30.0	-2.4
O=C1c2ccccc2C(=O)N1CCN1CCc2ccccc21	-8.7	-2.3	11.6	3.0	5.7	9.1	8.9	14.7	3.9
Cc1ccc(S(=O)(=O)CC(=O)Nc2ccc3nc(C)sc3c2)cc1	15.2	-0.5	-9.1	0.3	7.4	-9.5	14.9	8.0	-3.3
COc1ccc(C(O)c2nc3ccccc3n2C(C)C)cc1 (stereo unspecified)	42.3	-4.2	-8.0	3.6	11.8	-3.4	-22.4	6.5	0.2
CC(C)c1ccc(NC(=O)C(c2ccc3c(c2)OCO3)N2CCN(C(=O)c3ccco3)CC2)cc1 (stereo unspecified)	18.7	-0.8	2.7	2.4	10.8	10.1	10.8	16.9	-1.8
CCNC(=S)/C(=C(/[O-])c1ccc([N+](=O)[O-])cc1)[n+]1ccccc1	-23.2	-4.2	-7.6	0.9	10.4	1.5	-40.5	8.5	-2.0
Cc1ccc(N=Cc2c(O)[nH]c3ccccc23)c([N+](=O)[O-])c1	-66.6	-3.4	15.1	4.2	14.6	12.0	8.0	-6.3	-0.9
CC1(C)CC(=O)C=C(c2cccc(O)c2)C1=O	-6.8	-0.6	2.8	3.5	12.7	0.6	10.5	-1.8	-3.0
CCCOc1ccc([N+](=O)[O-])cc1C1NC(=S)NC(c2ccccc2)=C1C(=O)OCC (stereo unspecified)	33.7	-4.7	19.3	-1.0	28.1	16.4	9.8	20.7	0.9
Cc1cc(=O)oc2cc(NC(=O)C3CCCC3)ccc12	-14.0	0.0	-1.5	2.3	2.7	-0.7	6.2	11.3	1.5
COC(=O)c1cc(C(=O)Nc2nc3ccccc3[nH]2)cc([N+](=O)[O-])c1	-6.5	-0.7	19.3	1.0	5.2	1.3	-1.8	-7.7	1.1
COc1ccc(S(=O)(=O)Nc2cc3[nH]c(=O)oc3cc2C)cc1	19.2	-1.0	-3.9	3.9	-0.5	1.8	-14.1	17.3	-1.6
CN1CCN(C(=O)c2ccc3nc(-c4ccccc4)c(-c4ccccc4)nc3c2)CC1	13.3	-3.9	2.8	0.5	0.1	3.2	11.5	11.1	-2.1
COc1ccc(CC(=O)OCC(=O)NC2CCCCC2)cc1OC	-22.1	-2.3	-3.7	-0.6	9.5	2.5	11.3	15.8	-2.0

Structure	Mdm2 MdmX PPI	APJ agonist	EBI2 antag	CHOP UPR activ	CCR6 antagonist	CXCR6 block	APJ antag	tim23-1 inh	XBP1 UPR activ
CCOC(=O)CN(C(=O)COc1nc(-c2ccccc2)cc(C)c1C#N)c1ccc(F)cc1	21.1	-1.3	8.5	0.9	10.8	7.2	8.4	4.7	-0.2
COc1cccc(CN2CCN(Cc3cccc4nonc34)CC2CCO)c1 (stereo unspecified)	23.3	-4.6	2.4	-1.3	12.4	-11.3	-5.5	7.6	-1.7
NNC(=S)NCc1ccc2c(c1)OCO2	7.0	-2.1	0.7	2.8	-2.9	6.4	-8.7	10.7	-0.8
O=C(O)C1CCN(C(=O)COc2ccc3c4c(c(=O)oc3c2)CCCC4)CC1	19.9	-3.9	-3.2	-1.0	-1.5	-2.4	19.2	-6.8	-2.3
Cc1ccc(-c2nnn(CC(=O)N(c3ccccc3)C(C(=O)NC(C)(C)C)c3cccs3)n2)o1 (stereo unspecified)	3.5	-6.8	1.4	0.3	30.5	3.8	2.7	-18.7	-1.6
CC1N(C)c2cc(NC(=O)c3cccs3)c(P(=O)(Nc3ccc([N+](=O)[O-])cc3)N3CCOCC3)cc2C1(C)C (stereo unspecified)	43.9	-2.0	14.2	0.5	1.9	11.1	6.3	6.1	0.9

Retrieved by structure from the entries so far (2):
Structure	Mdm2 MdmX PPI	APJ agonist	EBI2 antag	CHOP UPR activ	CCR6 antagonist	CXCR6 block	APJ antag	tim23-1 inh	XBP1 UPR activ
O=C(O)C1CCN(C(=O)COc2ccc3c4c(c(=O)oc3c2)CCCC4)CC1	19.9	-3.9	-3.2	-1.0	-1.5	-2.4	19.2	-6.8	-2.3
CC1N(C)c2cc(NC(=O)c3cccs3)c(P(=O)(Nc3ccc([N+](=O)[O-])cc3)N3CCOCC3)cc2C1(C)C (stereo unspecified)	43.9	-2.0	14.2	0.5	1.9	11.1	6.3	6.1	0.9
